# Screens: PubChem, NCI
# Growth percent in the NCI-60 one-dose screen (48 h, 10 µM unless noted): 100 = growth as untreated, 0 = no growth, -100 = all killed.
# LOX IMVI = LOX IMVI melanoma; actives 7.4% (n = 79,000); AID 1794757
# SK-MEL-2 = SK-MEL-2 melanoma | actives 4.7% (n = 77,000) | AID 1794763
# UACC-62 = UACC-62 melanoma; actives 5.4% (n = 81,000)
# MALME-3M = MALME-3M melanoma | actives 5.8% (n = 78,000)
# UACC-257 = UACC-257 melanoma | actives 4.4% (n = 78,000)
# SK-MEL-5 = SK-MEL-5 melanoma. actives 6.4% (n = 80,000). AID 1794755
# SK-MEL-28 = SK-MEL-28 melanoma; actives 4.1% (n = 81,000)
# MDA-MB-435 = MDA-MB-435 melanoma. actives 7.8% (n = 82,000)
# * marks the source's active call; other numbers are inactive results; . = not tested or not shown; & = joins results of further samples. Rule for the calls: active = growth percent below 10; inactive = the rest.
SMILES,LOX IMVI,SK-MEL-2,UACC-62,MALME-3M,UACC-257,SK-MEL-5,SK-MEL-28,MDA-MB-435
C/C(=N\Nc1ccc(S(N)(=O)=O)cc1)c1cc2cc(Br)ccc2o1,96.4,115.2,101.9,95.3,100.3,92.0,101.4,99.5
CCOC(=O)c1cc(C(=O)c2ccccc2)n2c1ccc1c3ncccc3ccc12,102.3,81.0,95.0,99.7,95.2,98.1,102.0,98.4
Cc1ccc(/C=N/NC(=O)CSc2nc3ccccc3c(=O)n2CCc2ccc(S(N)(=O)=O)cc2)cc1,96.1,97.1,89.3,102.2,112.5,82.7,110.3,103.8
COc1cc(C2=NN(C(C)=O)C(c3ccc(Cl)cc3)O2)c(OC(C)=O)c2ccccc12 (configuration not stated),100.7,104.2,110.5,96.7,99.2,102.7,105.0,107.9
O=C(Cn1cc(CNC(=O)c2ccc3ccc4ccc(C(=O)NCc5cn(CC(=O)c6ccc(Br)cc6)nn5)nc4c3n2)nn1)c1ccc(Br)cc1,105.9,88.6,103.4,100.2,95.4,103.4,105.8,101.6
O=S(=O)(OCCCl)OCCCl,96.3,139.1,103.5,.,116.7,.,112.9,.
CCCCCCCCCCCC(=O)N(CCOC(=O)C(C)(C)C)CCOC(=O)C(C)(C)C,99.7,86.5,88.9,91.0,108.5,93.5,92.5,112.7
CN(C)C(=O)NO,94.3,115.2,88.1,87.9,82.2,91.7,100.7,95.7
O=[N+]([O-])c1ccc(N=Nc2c(Cl)cc(O)cc2Cl)cc1,-12.7*,-19.1*,-44.1*,.,-21.5*,-58.7*,5.7*,-24.4*
O=C(O)COc1ccccc1F,96.5,102.4,101.2,108.4,114.8,95.0,111.8,108.3
Cc1nc2ccccc2nc1SCc1nnc(Nc2ccccc2)o1,84.6,104.4,78.9,90.2,107.6,90.3,109.9,102.4
Cc1cc2c(c(C)c1Cl)C(=O)/C(=C/c1ccc(C(C)C)cc1)O2,96.0,96.4,88.5,91.2,99.5,96.3,105.1,101.1
O=C(O)/C=C(\c1nc2ccc([N+](=O)[O-])cc2[nH]1)c1cc(Cl)ccc1O,21.0,.,-3.6*,6.7*,17.8,-28.0*,20.8,20.5
Clc1ccc(-c2nnc(CCc3nc(-c4ccc(Br)cc4)no3)o2)cc1Cl,.,109.7,96.8,105.4,106.8,99.6,112.4,103.6
CCCCCCCCCCN=C(c1ccc(N(C)C)cc1)c1ccc(N(C)C)cc1,42.1,23.3,31.7,62.0,28.3,0.2*,59.7,-14.2*
O=C1CSC(c2ccc(Cl)cc2)N1n1cnnc1 (configuration not stated),100.8,112.7,90.0,105.2,100.7,109.1,108.8,94.1
CCCC(CCC)C(=O)O,100.9,140.4,.,101.2,92.4,104.2,118.1,103.0
Clc1ccc(OCCOc2ccc(Cl)cc2Cl)c(Cl)c1,98.4,96.0,98.7,105.2,99.8,91.3,106.2,98.0
CC(/C=C1\SC(=S)N(CC(=O)NC(C(=O)O)C(C)C)C1=O)=C\c1ccccc1 (configuration not stated),80.6,.,97.6,89.6,102.1,97.4,102.5,105.8
Nc1nc(N)c2c(n1)NC(c1ccc(F)cc1)CC(c1ccc(Nc3nc(NCCO)nc(Nc4ccc(Cl)cc4)n3)cc1)=N2 (configuration not stated),.,26.3,49.8,-60.4*,106.1,-81.0*,-82.9*,-71.4*
NC(Cc1cccc(F)c1)C(=O)O (configuration not stated),106.2,89.1,93.9,107.0,98.6,99.6,100.9,106.5
COC(=O)CC[C@@H]1C(C)=CC(=O)[C@@]2(F)[C@H]1CCC1=CC(=O)C=C[C@@]12C,106.8,100.8,101.4,106.9,95.3,110.0,112.4,107.4
COc1cc2c(c(OC)c1OC)C1(NCC2)C(=O)Nc2c(Br)cc(Br)cc21 (configuration not stated),93.9,106.6,73.4,85.1,102.2,93.5,97.9,102.7
O=C(NC1CCN(Cc2ccccc2C(F)(F)F)C1=O)c1cc(C(F)(F)F)ccc1O (configuration not stated),98.3,110.1,91.8,89.0,94.2,99.1,105.9,103.1
NC(=O)c1ccc(O)cc1,97.0,103.2,94.4,112.2,101.9,94.5,105.9,112.2
O=C(/C=C(O)/C=C/c1ccc(OCc2ccccc2)c(OCc2ccccc2)c1)/C=C/c1ccc(OCc2ccccc2)c(OCc2ccccc2)c1,100.2,100.3,95.6,125.0,106.4,99.4,93.5,100.8
Oc1ccc(-c2ccccc2)cc1Cl,104.0,103.7,101.8,132.0,110.4,108.8,110.9,118.9
Cc1csc(Nc2cccc(Nc3nc(C)cs3)c2)n1,74.5,.,66.9,84.8,89.7,44.9,84.3,82.1
O=C(/C=C1\C(=O)N(Cc2ccccc2)c2ccccc21)c1cc2ccccc2oc1=O,85.2,109.4,79.5,68.9,107.3,90.2,92.1,106.9
CCOc1ccc(NC(=O)C(C(C)N2CCCCC2)N2CCCCC2)cc1 (configuration not stated),103.1,103.5,94.7,110.0,100.8,104.0,114.8,101.3
CCOC(=O)c1ccc2c(c1)ncn2-c1cccc(O)c1,96.5,105.8,100.3,103.2,108.0,87.5,101.3,75.6
C=C(C)[C@@H]1C[C@H](O)Cc2cc(F)ccc2N1,87.1,76.8,95.6,108.9,93.3,99.3,102.6,97.7
O=C(c1cc([N+](=O)[O-])cc([N+](=O)[O-])c1)N(CCO)CCO,91.3,104.6,.,112.2,.,100.2,111.9,106.4
N#Cc1ccc(C(=O)Nn2c(N)cc3ccccc3c2=O)cc1,.,103.6,86.1,77.9,99.5,99.4,103.9,107.3
COC1OC(COS(=O)OC)C(O)C(O)C1OS(=O)OC (configuration not stated),100.0,111.9,106.8,97.1,99.5,104.0,109.5,105.4
Cc1nc2sc(-c3nc4ccccc4[nH]3)c(N)c2c(C)c1Br,86.2,100.6,98.8,102.6,99.4,82.7,107.6,112.5
CC(=O)c1ccc(NC(=O)Cn2c(Br)nc3c2c(=O)n(C)c(=O)n3C)cc1,81.5,116.8,90.9,96.0,97.1,100.1,107.2,102.3
COc1ccc2[nH]c3nc4cnccc4cc3c2c1,105.3,110.1,116.5,107.9,122.1,108.1,114.4,109.4
COc1ccc(-c2nc3sccn3c2-c2ccnc(NCCNS(=O)(=O)c3cccc(F)c3)n2)cc1,65.6,98.2,52.5,90.5,99.5,46.0,92.5,60.2
CCOC(=O)c1c2c(n(-c3ccc(OC)cc3)c1-c1ccccc1)C=CCC2,87.6,85.4,80.0,93.5,107.7,95.9,102.8,94.4
COc1ccc(/C=N/NC(=O)c2c(N)nn(C)c2Nc2ccccc2)cc1Oc1ccccc1,95.3,100.9,83.8,91.1,96.9,93.8,101.9,101.0
ON=C(C1CC1)C1CC1,94.9&94.7,117.5&109.5,96.0&97.7,100.0&89.5,103.8&100.0,100.4,101.1&110.9,96.5&108.7
Cc1cccc(NC(=S)Nc2nnc3c4c5c(sc4ncn23)CCCC5)c1,92.7,88.5,89.2,124.1,101.5,96.1,108.3,107.8
CC(C)(C)CC(C)(C)c1ccc(OCCOCC[N+](C)(C)CC(=O)[O-])cc1,106.8,117.2,104.2,101.8,100.3,106.5,113.5,.
N#Cc1ncc(-c2ccc(F)cc2F)c(NC2CCCCCC2)n1,89.3,102.1,74.4,123.1,94.9,87.3,106.9,101.4
O=C1/C(=C\c2ccc(F)cc2)CN(C(=O)c2ccccc2F)C/C1=C\c1ccc(F)cc1,-80.8*,30.4,-77.6*,-55.2*,-28.2*,-58.6*,-72.5*,-47.4*
Cc1nc(SCC(=O)O)n[nH]1,94.1,.,88.5,105.4,91.7,102.5,123.4,96.0
CCCCCCCCC(=O)N1CCOCC1,93.6,115.3,.,102.0,100.4,105.5,133.7,116.3
COc1ccc(N2C(=O)C(Oc3ccccc3)C2c2ccccc2)cc1 (configuration not stated),108.1,103.0,100.1,96.2,112.2,99.8,106.6,95.2
Cc1nc(N)nc(Nc2ccc(C#N)cc2)c1Br,102.2,99.7,86.9,82.3,98.8,88.4,111.0,83.7
CC1(O)CCC2CC3OC3(CO)CCC3OC3(C)CCC1C2(C)C (configuration not stated),109.5,120.5,96.7,106.4,112.5,100.9,102.1,117.0
Cc1nc(C)c(CSC2N=C(c3ccc(F)cc3)c3cnn(-c4ccccc4)c3N2)nc1C (configuration not stated),93.0,104.1,77.2,87.3,106.6,97.5,106.6,99.5
O=C(NNC(=O)c1ccccc1Cl)c1ccccc1Cl,103.8,100.4,119.3,101.2,103.5,102.0,109.8,100.3
O=C(c1ccccc1)C(Br)C(Br)c1ccccc1 (configuration not stated),-55.3*,75.5,107.8,-3.6*,17.3,106.6,111.2,74.6
OC(c1ccccc1)C(O)c1ccccc1 (configuration not stated),92.8,111.3,97.1,100.1,111.0,98.4,95.7,101.7
Cc1ccc(/C=C/C(=O)C(=O)/C=C/c2ccc(C)cc2)cc1,89.3,105.3,96.7,96.8,.,105.9,108.0,76.9
O=P(c1ccccc1)(c1ccccc1)C(O)c1ccncc1 (configuration not stated),84.2,88.0,107.9,109.9,89.2,106.2,107.9,94.0
CC(C)=CCC[C@](C)(OCCC#N)[C@H]1CC[C@]2(C)[C@@H]1CC[C@@H]1[C@@]3(C)CC[C@H](OCCC#N)C(C)(C)[C@@H]3CC[C@]12C,83.4,64.0,87.4,81.0,82.3,92.4,99.9,96.3
CCOc1ccccc1N(CCO)CCO,92.3,121.0,104.3,107.1,97.4,110.2,114.4,101.7
Cc1nn(-c2ccccc2)c2nc3c(nc12)C1=NCCN1C(c1ccc(Cl)cc1)N3 (configuration not stated),79.1,79.5,84.8,7.8*,.,65.6,73.3,51.5

# Just UACC-62 and SK-MEL-5, for some of the entries so far:
structure | UACC-62 | SK-MEL-5
Cc1nc(SCC(=O)O)n[nH]1 | 88.5 | 102.5
CCCCCCCCC(=O)N1CCOCC1 | . | 105.5
COc1ccc(N2C(=O)C(Oc3ccccc3)C2c2ccccc2)cc1 (configuration not stated) | 100.1 | 99.8
Cc1nc(N)nc(Nc2ccc(C#N)cc2)c1Br | 86.9 | 88.4
CC1(O)CCC2CC3OC3(CO)CCC3OC3(C)CCC1C2(C)C (configuration not stated) | 96.7 | 100.9

# Single records, from the list above. Order of values: LOX IMVI	SK-MEL-2	UACC-62	MALME-3M	UACC-257	SK-MEL-5	SK-MEL-28	MDA-MB-435
# N#Cc1ncc(-c2ccc(F)cc2F)c(NC2CCCCCC2)n1 as listed: 89.3	102.1	74.4	123.1	94.9	87.3	106.9	101.4
# CC(C)(C)CC(C)(C)c1ccc(OCCOCC[N+](C)(C)CC(=O)[O-])cc1 as listed: 106.8	117.2	104.2	101.8	100.3	106.5	113.5	.
# CC1(O)CCC2CC3OC3(CO)CCC3OC3(C)CCC1C2(C)C (configuration not stated) as listed: 109.5	120.5	96.7	106.4	112.5	100.9	102.1	117.0
# CC(C)=CCC[C@](C)(OCCC#N)[C@H]1CC[C@]2(C)[C@@H]1CC[C@@H]1[C@@]3(C)CC[C@H](OCCC#N)C(C)(C)[C@@H]3CC[C@]12C as listed: 83.4	64.0	87.4	81.0	82.3	92.4	99.9	96.3

# Remaining list, next part.
SMILES,LOX IMVI,SK-MEL-2,UACC-62,MALME-3M,UACC-257,SK-MEL-5,SK-MEL-28,MDA-MB-435
Cc1cc(C)n(C(=O)Cn2c(C)nc3ccccc3c2=O)n1,84.8,98.0,90.8,92.7,100.3,.,109.0,90.3
O=C(CSc1nnc(-c2ccc3nc(-c4ccccc4)[nH]c3c2)o1)Nc1ccc(C(=O)/C=C/c2ccc(Cl)cc2)cc1,87.1,101.8,88.4,102.3,101.4,96.6,106.1,106.7
Cc1ccc2c(n1)C(=O)C(Cl)=C(Nc1ccc(C)c(C)c1)C2=O,1.0*,40.0,49.3,85.4,16.0,6.9*,58.3,-82.6*
Nc1c2c(nc3ccc(Br)cc13)CC(c1ccc(Cl)cc1)CC2=O (configuration not stated),.,113.0,90.5,103.3,106.4,100.3,101.6,100.4
Nc1cn[nH]c(=O)c1Cl,96.6,96.8,100.8,105.2,91.1,99.8,111.6,106.3
NC1=NC2(CCCCC2)N(c2ccc(S(N)(=O)=O)cc2)C(N)=N1,99.0,109.9,97.0,101.6,96.6,105.2,105.4,104.5
CCCCCCCCCCCCCCCCOc1cccc(C=O)c1,99.1,115.0,104.5,112.0,109.8,103.8,107.5,112.3
CCOC(=O)c1cnc(Nc2nc3ccccc3s2)[nH]c1=O,97.5,99.7,100.7,107.4,96.2,83.2,106.1,103.7
COc1ccc2c(CSc3nc(-c4ccc(Cl)cc4)c(C#N)c(=O)[nH]3)cc(=O)oc2c1,103.6,.,94.8,105.9,99.4,94.6,98.4,113.0
CC(=O)Nc1cc2c(cc1[N+](=O)[O-])-c1ccc(F)cc1C2,87.1,.,87.4,85.4,90.7,98.3,94.1,99.5
CCOC(=O)Nc1cc(C(F)(F)F)cc(C(F)(F)F)c1,106.7,104.0,95.3,90.2,102.0,100.1,102.9,101.5
CC(=O)c1ccc(NC(=O)CSc2nnc(-c3cnccn3)n2-c2ccccc2)cc1,94.5,93.0,99.5,98.6,104.6,96.0,102.8,104.2
CCOC(=O)C1=C(C(=O)OCC)N(c2ccc(Cl)cc2)C(N)=C(C#N)C1c1cc(=O)[nH]c2ccccc12 (configuration not stated),94.3,109.7,91.8,94.5,108.4,98.5,109.8,104.2
